RORg inh = inhibitors of mouse ROR gamma transcriptional activity. AID 2551. Potency, µM (doses to about 53.6 µM), without a hit: at the highest dose activity change, negative = inhibition, actives largely listed as inhibitors. P51450. 310,000 compounds, 5.4% hits. Drosophila S2 Gal4-RORgamma UAS-luciferase reporter, 20 h; further: on the % scale 0 is the no-effect control and ±100 the full control effect; nearly all actives have a fitted effect of over 60% in size
Target sequence (P51450 whole entry, looked up, the tested form may be a part): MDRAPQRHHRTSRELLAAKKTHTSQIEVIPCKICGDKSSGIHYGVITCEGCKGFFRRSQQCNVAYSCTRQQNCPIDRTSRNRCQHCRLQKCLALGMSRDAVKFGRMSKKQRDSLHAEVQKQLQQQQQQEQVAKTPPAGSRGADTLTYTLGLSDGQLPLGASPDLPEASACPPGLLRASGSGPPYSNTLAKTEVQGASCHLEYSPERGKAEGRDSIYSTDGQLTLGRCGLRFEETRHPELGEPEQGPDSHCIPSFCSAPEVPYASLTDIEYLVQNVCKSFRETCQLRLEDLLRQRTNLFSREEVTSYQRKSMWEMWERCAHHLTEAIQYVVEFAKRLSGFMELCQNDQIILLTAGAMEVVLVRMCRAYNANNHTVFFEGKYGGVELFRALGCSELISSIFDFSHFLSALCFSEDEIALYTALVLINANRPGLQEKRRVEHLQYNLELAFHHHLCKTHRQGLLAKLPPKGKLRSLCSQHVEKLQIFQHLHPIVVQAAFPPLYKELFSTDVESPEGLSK
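Stably transfected Drosophila Schneider cells are the test system, with ROR gamma fused to Gal4 and luciferase under UAS control; luminescence is read after 20 hr of 700 uM copper sulfate induction at ambient temperature.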
MBNL1 CUG block = inhibitors of human MBNL1 binding to CUG repeat RNA. Q9NR56. TR-FRET MBNL1-His/biotin-(CUG)12 binding, 665/545 ratio. Potency, µM (titrated, usually from 57.5 µM), for inactives: at the top dose activity change, negative = inhibition, most hits filed as inhibitors. 280,000 compounds, 0.036% hits. AID 2675; active means well fitted inhibition curve with a large enough effect in the signal ratio, with a control signal flat, not every such curve was filed as active; inconclusive means small, poorly fitted or top-dose-only effect, or effect the other way, or a change in a side signal; inactive means no such curve, though single readings can be large or run the other way; the % refers to the signal ratio; further: on the % scale 0 is the no-effect control and ±100 the full control effect
Target sequence (Q9NR56 whole entry, looked up): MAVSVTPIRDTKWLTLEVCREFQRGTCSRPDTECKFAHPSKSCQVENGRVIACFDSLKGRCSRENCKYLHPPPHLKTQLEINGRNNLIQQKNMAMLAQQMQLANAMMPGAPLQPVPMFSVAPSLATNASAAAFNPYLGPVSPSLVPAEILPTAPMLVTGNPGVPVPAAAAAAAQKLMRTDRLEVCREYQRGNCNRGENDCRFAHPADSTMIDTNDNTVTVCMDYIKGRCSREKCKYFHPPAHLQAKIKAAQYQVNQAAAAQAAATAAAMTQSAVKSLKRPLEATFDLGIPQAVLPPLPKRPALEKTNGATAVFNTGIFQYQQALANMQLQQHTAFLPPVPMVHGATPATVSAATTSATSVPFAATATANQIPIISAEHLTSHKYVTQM
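His-tagged MBNL1 binding to biotinylated (CUG)12 RNA was measured by TR-FRET using terbium anti-His antibody (0.055 ng/ul final) and streptavidin-XL665 (5 nM final). Compounds were titrated 92 nM to 58 uM; 60 min at room temperature.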
BRCA1 expr act = increases BRCA1 expression. MCF7-BRCA1-FFLuc reporter, luminescence, 48 h; response scale: scaled: vehicle 0%, 10 µM genistein 100%. Potency, µM (top dose mostly 46.1 µM), for the others: at the highest dose activation, actives largely listed as activators. 380,000 compounds, 1.1% hits. AID 624202; further: nearly all actives have a fitted effect of over 80% in size; some results filed as inactive show a strong effect at the top dose
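Reporter cells (MCF7, BRCA1 promoter-firefly luciferase) received library compounds across a concentration series for 48 h. End-point luminescence was measured and concentration-effect curves derived after normalization.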
FLuc modulator = inhibits or activates purified firefly luciferase, miR-21 counter-screen. P08659. purified FLuc, Km substrates, luminescence inhibition. Potency, µM (series often up to 57.5 µM), inactives show at the top dose activity change, negative = inhibition, actives largely listed as inhibitors. 360,000 compounds, 6.9% hits. AID 588342;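 further: plate controls were vehicle for no effect and reference inhibitor for full effect; nearly all actives have a fitted effect of over 55% in size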
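Purified P. pyralis luciferase, 10 nM final, with Km-level 10 uM D-luciferin and 10 uM ATP in 50 mM Tris acetate pH 7.5, 10 mM Mg acetate, 0.01% Tween-20, 0.05% BSA; 6-point qHTS titration about 60 µM downward; luminescence read.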
uPA surface inh = cell surface uPA generation inhibition | 330,000 compounds, 0.31% hits | Potency, µM (highest dose often 38.3 µM), for inactives: at the highest dose activity change, negative = inhibition, usual class: inhibitors | cell surface uPA generation assay, qHTS; active means well fitted inhibition curve with a large enough effect; inconclusive means small, poorly fitted or top-dose-only effect; inactive means no such curve, though single readings can be large or run the other way; tested in mouse RAW 264.7 cells; further: on the % scale 0 is the no-effect control and ±100 the full control effect; nearly all actives have a fitted effect of over 55% in size
VP16 counter = inhibits Gal4-VP16 luciferase reporter, ROR gamma counter-screen; Potency, µM (top dose mostly 53.6 µM), for inactives: top-dose activity, negative = inhibition, hits mostly inhibitors; 310,000 compounds, 3.5% hits; Drosophila S2 Gal4-VP16 UAS-luciferase, luminescence, 20 h;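 further: Gal4-VP16 expression switched on by copper sulfate through the metallothionein promoter; on the % scale 0 is the no-effect control and ±100 the full control effect; nearly all actives have a fitted effect of over 50% in size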
p53 reactivation = restores transcriptional activity of mutant p53; H1299 p53-A138V BP100-luciferase reporter, luminescence, 24 h; Potency, µM (doses to about 92.2 µM), inactives show at the top dose activity change, positive = activation, hits mostly activators; 320,000 compounds, 0.063% hits; AID 504706; further: % of control where 0% means no effect; nearly all actives have a fitted effect of over 45% in size
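H1299 (p53-null), stable ts p53-A138V + BP100-Luc; 1000 cells/well, Opti-MEM/10% FBS; cpd 4 pt, 1:5; 24 h, 37 deg C, 5% CO2; detection reagent 10 min RT; luminescence.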
Rab9 prom act = Rab9 promoter activation | 320,000 compounds, 2.8% hits | Potency, µM (doses to about 9.22 µM), inactives show at the highest dose activation, negative = inhibition, usual class: activators | Huh7 Rab9 promoter-luciferase reporter, luminescence, 24 h; further: % of control where 0% means no effect; nearly all actives have a fitted effect of over 60% in size
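Cells were plated at 1500 per well in reduced-serum medium with 10% FBS and left 2 h. Compound in DMSO was then added for 24 h at 37 °C. Reporter signal was read by luminescence after 10 min with luciferase detection reagent.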
ELG1 genotox = inducers of genotoxicity in HEK293T ELG1-luciferase cells | HEK293T ELG1-luciferase reporter, luminescence, 16 h | 330,000 compounds, 1.3% hits | Potency, µM (top dose mostly 46 µM), for the others: at the top dose activity change, positive = activation, usual class: activators | AID 504466; further: % of control where 0% means no effect; nearly all actives have a fitted effect of over 60% in size
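Cells (2,000/well) expressing the ELG1-luciferase fusion are dosed by pin tool and kept 16 hr at 37 °C, 5% CO2. Signal comes from ONE-Glo luciferase reagent after 30 min at room temperature.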
NPC1 prom act = NPC1 promoter activation | Huh7 NPC1 promoter luciferase reporter, 24 h | Potency, µM (highest dose often 9.22 µM), without a hit: at the highest dose activation, usual class: activators | 320,000 compounds, 2.4% hits | AID 485313;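 further: % of control where 0% means no effect; nearly all actives have a fitted effect of over 60% in size; reporter is driven by a mutant NPC1 promoter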
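Quantitative HTS used a cell-based reporter: Huh7 cells stably bearing the NPC1 promoter upstream of luciferase were treated with compounds for 24 h, and promoter activation was read as luminescence.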
An asterisk follows results filed as active; ? = inconclusive; · = not tested or not shown; & = joins results of further samples; [ ] = another dose, or the depositor's remark. Unless noted, the call rests on the fitted dose curve; in most records, active means well fitted curve in the direction sought with a large enough effect; inconclusive means small, poorly fitted or top-dose-only effect, or another doubt; inactive means no such curve, though single readings can be large; an effect the other way counts as inactive or inconclusive. Potency means the concentration at half of the fitted maximal effect. Random draw from the library. Share with any hit: about 13%.

SMILES	RORg inh	MBNL1 CUG block	BRCA1 expr act	FLuc modulator	uPA surface inh	VP16 counter	p53 reactivation	Rab9 prom act	ELG1 genotox	NPC1 prom act
COc1ccc2oc(C(=O)OCC(=O)c3ccc4c(c3)OCCO4)c(C)c2c1	16%	-6%	-31%	?	0%	-10%	1%	0%	4%	10%
CC(C)(C)NC(=O)NC(=O)CN1CCN(Cc2ccccc2)CC1	-3%	-2%	-5%	-3%	-10%	6%	5%	-2%	3%	-1%
O=C(NCC1CCCO1)c1ccccc1NS(=O)(=O)c1ccc(F)cc1 (stereo not given)	·	·	-2%	2%	-1%	·	-4%	7%	1%	-1%
O=C(CCn1c(=O)oc2ccccc21)Nc1cccc(Cl)c1	8%	-14%	-7%	5%	3%	6%	-9%	-3%	-1%	-2%
COc1ccc(NS(=O)(=O)c2ccc(N)cc2)nn1	-9%	-4%&-17%	·	-1%&-3%	·	6%	0%	-8%&1%	3%	3%&-4%
CCc1ccccc1NC(=O)CSc1nc2ccccc2n1CC(=O)N1CCCC1	38%	-7%	-20%	4%	-3%	0%	21%	-5%	-1%	-7%
Cc1ccc(S(=O)(=O)N2CCCCC2)cc1C(=O)NCC1CCCO1 (stereo not given)	-27%	5%	2%	3%	?	2%	25%	-2%	-3%	-8%
COc1ccc(NS(=O)(=O)c2cc(NC(=O)c3sccc3C)ccc2N2CCOCC2)cc1	22%	·	-46%	-1%	?	-3%	1%	-10%	2%	-22%
CC(C)(C)c1ccc(S(=O)(=O)N2CCN(C(=O)C3=COCCO3)CC2)cc1	·	·	-3%	1%	-8%	·	1%	-5%	0%	-1%
CCCOc1ccccc1C1NC(=O)NC(C)=C1C(=O)OCCOC(C)C (stereo not given)	27%	-16%	-9%	1%	-2%	-1%	-9%	1%	1%	-1%
Cn1c(=O)c2c(ncn2CCCc2ccccc2)n(C)c1=O	-3%[10 µM]	-3%	-20%	6%	0%	-1%	-3%	-2%	-14%	1%
Cc1cccc(N2CCN(S(=O)(=O)c3c(C)[nH]c(C)c3C(=O)N3CCCC3)CC2C)c1 (stereo not given)	3%	-3%	-11%	1%	-2%	1%	-19%	0%	1%	1%
COc1ccccc1NC(=O)CSc1ccc2nnc(-c3ccccn3)n2n1	6%	6%	-7%	3%	-3%	2%	1%	-5%	0%	0%
CCc1ccccc1NC(=O)CCNS(=O)(=O)c1ccc2c(c1)CCC(=O)N2	-2%	0%	-14%	0%	2%	2%	5%	-2%	3%	0%
O=C(Nc1cc(C(F)(F)F)ccc1Cl)C(Sc1nnc(-c2cccs2)o1)c1ccccc1 (stereo not given)	11µM*	1%	23%	-19%	-3%	?	?	15%	-1%	11%
Cc1c(C(=O)Nc2ccccc2F)sc2ncn(CC(=O)N3CCOCC3)c(=O)c12	-6%	12%	2%	-10%	-2%	-8%	9%	-5%	5%	-1%
Cc1cc(Cl)ccc1OCCCC(=O)N1CCN(C)CC1	16%	-11%	-11%	-5%	2%	4%	-7%	-8%	-1%	3%
COc1cccc(C(=O)Nc2nnc(-c3ccccc3)s2)c1	?	13%	?	4.8µM*	-4%	-7%	?	1.6µM*	?	1.4µM*
O=C(O)Cc1ccc(-c2ccccc2)cc1	18%	?	0%	?	3%	-6%	7%	-3%	4%	-4%
O=C(COC(=O)C1=NN(c2ccccc2)C(=O)CC1)Nc1nc(-c2ccc(F)cc2)cs1	·	·	62%	·	-4%	·	26%	·	1%	·
COc1ccc(S(=O)(=O)N2CCN=C2SCc2cccc(C)c2)cc1	?	-3%	-40%	-1%	-19%	3%	-20%	0%	-8%	-2%
CCCCNC(=O)COC(=O)c1ccc(NS(=O)(=O)c2ccc3c(c2)OCCO3)cc1	17%	-7%	4%	1%	-6%	4%	-1%	3%	4%	1%
CC(c1nc2ccccc2c(=O)[nH]1)N1CCCN(S(=O)(=O)c2ccc(F)cc2)CC1 (stereo not given)	·	·	-8%	7%	-2%	·	-3%	-9%	-3%	-1%
CCOc1ccc(C(=O)Nc2ccc(N3CCCC3)cc2)cc1	26%	10%	22%	?	4%	-7%	7%	0%	4%	0%
Cc1nc(Nc2ccccc2F)c2oc3ccccc3c2n1	-17%	26%	-52%	?	-16%	?	6%	-5%	4%	20%
CCOC(=O)[C@@H]1[C@H]2COc3ccccc3[C@H]2N2C(=O)N(c3ccc(Br)cc3)C(=O)[C@]12C	·	·	1%	·	-11%	·	-3%	·	2%	·
Cc1ccccc1NC(=S)NC(C)C(c1ccccc1)N1CCN(C)CC1 (stereo not given)	0%	-1%	1%	-1%	3%	2%	8%	-13%	5%	-4%
CC(C)=C1SC(N2CCN(c3cccc(Cl)c3)CC2)=NC1=O	9%	·	-26%	-7%	-2%	-16%	-7%	-4%	-8%	-4%
O=C1c2ccc(-c3ccc4c(c3)C(=O)N(CCO)C4=O)cc2C(=O)N1CCO	2%	?	2%	?	9%	5%	1%	0%	-1%	4%
Nc1nc(Nc2ccccc2)nc(C(F)(F)F)n1	4%	-11%	29%	-28%	-8%	6%	-4%	21%	11%	0%
Cc1ccc(CNC(=O)Cn2c(=O)c3sccc3n(Cc3cccc([N+](=O)[O-])c3)c2=O)cc1	5%	3%	·	0%	·	-9%	-1%	0%	0%	-6%
CCS(=O)(=O)N1CCC(C(=O)Oc2ccccc2)CC1	-1%	6%	-22%	2%	0%	5%	14%	-2%	2%	0%
COC(=O)/C=C/c1ccc2c(c1)OCO2	24%	13%	55%	?	-1%	-2%	8%	-3%	7%	-2%
O=C(NCc1cccc(F)c1)c1cccc2c1C(=O)c1ccc(N3CCOCC3)cc1S2(=O)=O	·	·	-6%	·	-3%	·	3%	·	1%	·
N#Cc1c(N2C(=O)Nc3ccccc3N2O)sc2c1CCCC2	-3%	1%	11µM*	13µM*	-3%	1%	30%	8%	11%	18%
CCOC(=O)C1CCCN(CCC(=O)Nc2cc(C)cc(C)c2)C1 (stereo not given)	0%	-10%	-13%	-3%	·	-10%	11%	-5%	-2%	-2%
COc1ccc(C(=O)Nc2nnc(SCC(=O)NCc3ccco3)s2)cc1OC	0%	-9%	-16%	-3%	0%	-13%	-16%	18%	2%	?
Cc1ccccc1N=C1SCC(=O)N1Cc1ccccc1	-33%	-5%	0%	6%	-1%	7%	-13%	1%	0%	-3%
CCOC(=O)N1CCN(C(=O)c2ccc3c(c2)NC(=O)C(N2CCOCC2)S3)CC1 (stereo not given)	26%	-1%	-20%	0%	2%	-1%	1%	1%	-3%	-1%
CC1CCCCN1C(=O)CSc1nc(-c2ccccc2)cc(=O)[nH]1 (stereo not given)	-17%	3%	0%	0%	0%	4%	-4%	1%	-6%	-3%
CCC(=O)Nc1cccc(-c2ccc(N3CCN(C)CC3)nn2)c1	14µM*	11%	?	6.7µM*	?	?	?	?	?	2.5µM*
CC(=O)N1CCN(C(=O)CCc2nc3sc4c(c3c(=O)[nH]2)CCCC4)CC1	-10%[10 µM]	2%	-16%	5%	3%	6%	-2%	-2%	3%	1%
CCOc1ccccc1N1CCN(CC(=O)NC(=O)NCc2ccco2)CC1	18%	-2%	-4%	13%	6%	2%	1%	6%	-10%	-2%
CC1CCCCN1CCCNC(=O)c1ccc(N2CCCC2=O)cc1 (stereo not given)	-12%	-2%	-20%	0%	-1%	-1%	·	-3%	9%	1%
Cc1cccc(C2NC(c3cccc(C)c3)C(C)C(=O)C2C)c1 (stereo not given)	36%	-6%	-8%	3%	8%	0%	5%	-3%	-3%	0%
Cc1noc(C)c1COc1ccc(C(=O)NCCc2ccc(S(N)(=O)=O)cc2)cc1	·	·	-7%	2%	-5%	·	0%	0%	-4%	0%
Cc1cc(C)c(NS(=O)(=O)c2ccc(NC(=O)c3cccs3)cc2)c(C)c1	?	-1%	-35%	2%	1%	?	-6%	-7%	-2%	0%
Cc1cc(C(=O)N2CCN(c3ncccn3)CC2)c2cc(F)ccc2n1	11%	4%	7%	-2%	-1%	-2%	0%	9%	0%	1%
CCc1ccc(-n2c(SCc3cc(=O)n4cc(Br)ccc4n3)nc3[nH]ncc3c2=O)cc1	33%	162%[activator]	-94%[inhibitor]	0%	-3%	?	0%	2%	-17%	-5%
Cc1ccc(C)c(NC(=O)CSc2nc(=O)n(CCN3CCOCC3)c3c2CCCC3)c1	·	·	-13%	6%	-1%	·	-8%	0%	0%	-4%
Cc1cc(NC(=O)Cc2cn3ccsc3n2)n(-c2ccccc2)n1	-7%	-5%	0%	7%	6%	0%	4%	1%	-4%	-5%
COc1ccc(Nc2nc(Nc3ccc(OC)cc3)nc(-n3[nH]c(=O)c(C)c3C)n2)cc1	1.3µM*	-6%	-56%	-16%	-3%	4µM*	0%	0%	-8%	1%
COc1ccc(CNC(=O)C(c2cccc(C)c2)N(C(=O)c2csnn2)C2CC2)cc1 (stereo not given)	32%	4%	-8%	2%	6%	6%	-4%	-4%	-18%	-3%

Screening results deposited in PubChem by National Center for Advancing Translational Sciences (NCATS).
